# Screening results deposited in PubChem by several laboratories.
# hDAT+cocaine: modulates human dopamine transporter uptake under cocaine. AID 449768. LLC-PK1 hDAT cells, [14C]-dopamine uptake with cocaine IC80; actives deviate in either direction. Q01959. 1.3% of 110,000 active. B-score at 10 µM;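 active = Z score or B-score, a plate-position-corrected score, falls beyond the plate's 99.7% confidence bounds, in either direction; inactive = both scores lie inside the 99.7% bounds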;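 also: scored against the spread of the other compound wells on the same plate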
# Target sequence (Q01959 whole entry, looked up): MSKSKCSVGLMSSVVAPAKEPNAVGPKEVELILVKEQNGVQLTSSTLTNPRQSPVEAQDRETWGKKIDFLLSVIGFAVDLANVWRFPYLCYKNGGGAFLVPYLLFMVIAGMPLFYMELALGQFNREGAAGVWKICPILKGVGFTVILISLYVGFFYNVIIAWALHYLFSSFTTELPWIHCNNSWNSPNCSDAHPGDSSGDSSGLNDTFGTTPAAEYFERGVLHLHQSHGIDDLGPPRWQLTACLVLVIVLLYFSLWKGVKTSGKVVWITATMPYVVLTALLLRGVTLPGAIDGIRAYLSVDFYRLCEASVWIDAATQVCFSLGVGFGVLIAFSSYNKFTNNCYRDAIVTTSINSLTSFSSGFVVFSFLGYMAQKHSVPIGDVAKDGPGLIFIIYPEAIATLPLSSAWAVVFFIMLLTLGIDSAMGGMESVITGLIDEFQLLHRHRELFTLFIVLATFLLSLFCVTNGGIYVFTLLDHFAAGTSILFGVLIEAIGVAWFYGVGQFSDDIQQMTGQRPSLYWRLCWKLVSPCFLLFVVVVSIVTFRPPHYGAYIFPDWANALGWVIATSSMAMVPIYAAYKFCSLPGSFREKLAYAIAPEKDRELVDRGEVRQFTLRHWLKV
# Smad3 FoxH1 inh: Smad3 (human) transcription factor binding inhibition; P84022; TR-FRET Smad3/Dy647-FoxH1 peptide binding, europium anti-His; inhibition, % at 25 µM; 0.29% of 88,000 active;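 active = compounds that reduce the energy-transfer binding signal between the protein and its labelled peptide by more than half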;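 also: 0% = Smad3 plus labelled peptide maximal FRET and 100% = peptide-only background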
# Target sequence (P84022 whole entry, looked up): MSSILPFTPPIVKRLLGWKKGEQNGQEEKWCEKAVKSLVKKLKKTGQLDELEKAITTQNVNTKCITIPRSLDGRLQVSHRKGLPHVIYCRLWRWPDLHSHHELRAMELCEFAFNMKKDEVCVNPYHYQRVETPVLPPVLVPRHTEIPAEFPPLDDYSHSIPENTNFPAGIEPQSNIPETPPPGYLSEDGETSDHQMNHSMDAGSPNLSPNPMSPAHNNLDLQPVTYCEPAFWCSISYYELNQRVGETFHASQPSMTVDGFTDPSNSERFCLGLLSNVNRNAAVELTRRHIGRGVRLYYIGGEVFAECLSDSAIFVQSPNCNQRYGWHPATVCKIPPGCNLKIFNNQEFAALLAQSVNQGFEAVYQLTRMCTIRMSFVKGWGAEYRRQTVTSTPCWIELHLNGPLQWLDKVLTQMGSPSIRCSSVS
# MT1-MMP txn act: MT1-MMP promoter transcription activation. HT1080 MT1-MMP promoter luciferase reporter, luminescence, overnight; stronger effect = higher value. activation factor at 10 µM. 0.16% of 86,000 active;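 active = activation factor of at least 2 for MT1-MMP transcription at 10 µM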
# cytoskel mod: alters cytoskeleton assembly in HUVEC cells; 0.18% of 91,000 active; inhibition, % at 2 µM; HUVEC TNFa F-actin phalloidin imaging, high content; AID 836;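 active = inhibition above the batch mean plus 3 SD and confirmed as a hit by visual image inspection, cut at about 30% in these data, passing the limit was not always enough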; also: strong numbers were not always called active
# VCAM1 TNFa inh: reduces TNF alpha induced VCAM1 expression in HUVEC; AID 802; inhibition, % at 2 µM; HUVEC TNFa-induced VCAM-1 immunofluorescence, high-content imaging; 0.48% of 95,000 active;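 active = inhibition above the batch mean plus 3 SD, with images confirmed as a hit by eye, cut at about 37% in these data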;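 also: 0% = TNF-stimulated DMSO wells and 100% = unstimulated control wells; not every result past the cut was called active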
# IL1B cytotox: HUVEC cytotoxicity counter-screen, IL-1B stimulated | AID 845 | HUVEC cell count loss, Hoechst imaging | cell count reduction, % at 2 µM | 0.41% of 94,000 active;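 active = cell count reduction more than 3 SD above the screen-wide mean, cut at about 70% in these data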;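 also: normalized per plate to untreated control cells as the no-loss baseline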
# HUVEC tox TNFa: HUVEC cytotoxicity counter-screen, TNF alpha stimulated; HUVEC TNFalpha-stimulated, Hoechst cell count, imaging; cell count reduction, % at 2 µM; 0.17% of 93,000 active;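 active = cell count reduction exceeding the screen mean by over 5 SD, scaled to untreated wells per plate, cut at about 78% in these data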;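 also: cells counted after 24 h of TNF alpha exposure following the 1 h pretreatment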
# LYP inh 2: LYP (human) phosphatase inhibition; Q9Y2R2; recombinant LYP catalytic domain, DiFMUP fluorescence; inhibition, % at 2 µM; 0.21% of 96,000 active;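 active = inhibition at 2 µM at or above a set limit, the screen mean plus 3 SD, cut at about 24% in these data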;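 also: 0% = DMSO with enzyme and 100% = enzyme fully blocked by orthovanadate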
# Candida biofilm: kills Candida albicans biofilms; AID 834; 0.14% of 85,000 active; C. albicans biofilm + clotrimazole, Alamar Blue; inhibition, % at 6 µM;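 active = inhibition above 20%; inactive = inhibition below 20%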;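 also: preformed 24 hr biofilms exposed to compound for 48 hr; 0% = biofilm without compound and 100% = blank killed by clotrimazole plus chlorhexidine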
# Starred values were filed as active, the others as inactive; nt = not tested or not shown; [ ] = remark or other dose. The list is partial. The share of hits here may be higher or lower than overall.
SMILES,hDAT+cocaine,Smad3 FoxH1 inh,MT1-MMP txn act,cytoskel mod,VCAM1 TNFa inh,IL1B cytotox,HUVEC tox TNFa,LYP inh 2,Candida biofilm
Cc1cc(N2CCC(C(=O)Nc3ccc(F)cc3)CC2)nc(-c2ccccc2)n1,0.139,0.3,1.3,-3.5,-11.7,8.0,-16.3,1.2,4.4
O=C1Nc2ccc(Br)cc2/C1=N/N=C/C1=C(N2CCOCC2)C(=C\c2ccccc2)/CC1,-1.42,nt,nt,1.2,-6.0,-17.4,-2.2,14.2,nt
N#CC1=C(N)Oc2c(ccc3ccccc23)C1c1cccs1 (stereo unspecified),-0.336,9.0,0.5,8.9,79.6*,20.3,50.6,2.5,5.5
CCOC(=O)C1=C(C)NC2=C(C(=O)CC(C)(C)C2)C1c1cccc(C)n1 (stereo unspecified),-1.01,-4.0,0.9,-26.9,-4.8,-9.6,-7.1,-4.9,9.5
CCN1CCN(c2ncc(C(=O)N3CCCc4ccccc43)c3ccccc23)CC1,0.311,-5.8[fluorescence artefact?],1,nt,nt,nt,nt,nt,1.5
COCCn1nnnc1SCC(=O)c1ccc(F)cc1,-0.507,0.5,1.3,2.2,15.2,4.3,-14.7,-28.3,4.3
CS(=O)(=O)Nc1ccc(C(=O)NCCSCc2ccco2)cc1,0.172,8.5,1.3,1.8,15.7,-10.0,9.5,-6.2,-0.1
COc1ccc(NC(=O)Cn2nnc(-c3ccccc3F)n2)cc1,-0.144,-7.6,1.1,-22.4,5.2,10.2,4.1,-13.4,6.8
CC(NC(=O)C1CCCCC1)C(=O)NC1=NCCS1 (stereo unspecified),-0.28,-6.2,0.9,4.8,-2.8,2.4,-13.9,-5.0,7.4
CCOc1ccc(NC(N)=O)cc1,-0.455,4.9,1.2,36.8,9.9,-6.3,-30.2,1.5,10.2
Cc1cccc(C)c1NC(=S)NN1CCN(C)CC1,-0.0264,nt,nt,-6.5,-0.1,8.1,4.0,-4.8,nt
O=C(c1ccccc1)c1nnc(-c2ccccc2F)o1,0.64,3.7,1.6,3.8,3.4,-5.4,-2.1,1.6,2.9
c1ccc(Cc2nnc3sc(-c4cccs4)nn23)cc1,0.0754,8.9,1.3,-3.5,-15.5,-3.8,nt,-3.9,5.3
COc1ccc(OC)c(S(=O)(=O)N2CCN(C34CC5CC(CC(C5)C3)C4)CC2)c1,-0.0157,2.6,1.3,9.6,13.7,-26.1,-42.5,-9.2,-3.5
Cc1cc(C)c(NC(=O)C(C)Sc2nnc(-c3ccco3)n2-c2ccccc2)c(C)c1 (stereo unspecified),1.94,nt,nt,-5.9,3.3,5.9,0.6,4.5,nt
Cc1cccc(N2CCN(C(=O)CN3CCOc4ccccc43)CC2C)c1 (stereo unspecified),2.13,-2.0,nt,-16.0,4.7,-4.8,-14.0,-8.8,8.9
Cc1nc(CCNC(=O)Cc2ccc(F)cc2)cs1,-0.0417,-1.4,nt,4.1,10.1,-17.3,-40.3,1.7,5.5
COc1cccc(NC(=O)N(Cc2cc3cc(C)cc(C)c3[nH]c2=O)CC2COCCO2)c1 (stereo unspecified),1.06,-2.8,1.1,-0.9,-3.5,-11.7,-27.9,-1.5,3.4
CCOCCCNC(=O)c1cc2c(=O)n3cccc(C)c3nc2n1C,0.0881,-9.6,0.6,nt,nt,nt,nt,nt,6.4
O=C1C2C3C=CC(C3)C2C(=O)N1CCc1ccccc1 (stereo unspecified),0.0899,19.8,1.1,6.1,-0.3,nt,-9.0,10.8,-1.0
C(=N\n1cncn1)/c1ccc(N2CCOCC2)cc1,0.117,nt,1.2,60.2,-0.1,9.8,-29.3,7.4,nt
OC(COc1ccc2c(c1)CCC2)Cn1cnc2ccccc21 (stereo unspecified),0.64,-0.5[fluorescence artefact?],1.6,0.3,6.1,-13.7,2.6,-5.6,8.3
CCOC(=O)c1cnc2ccccc2c1NCCO,-0.048,8.1,1.1,nt,nt,nt,nt,nt,-2.3
Cc1ccc(C)c(NC(=S)N2CCC(c3nc4ccccc4s3)CC2)c1,-0.017,nt,nt,-1.4,6.3,-32.3,-16.0,0.9,nt
COC(=O)C1(C)NC(c2ccc(O)cc2)C2C(=O)N(c3ccc4c(c3)OCCO4)C(=O)C21 (stereo unspecified),-0.266,2.2,1,7.0,1.3,4.5,-13.5,0.2,4.7
# Next part.
SMILES,hDAT+cocaine,Smad3 FoxH1 inh,MT1-MMP txn act,cytoskel mod,VCAM1 TNFa inh,IL1B cytotox,HUVEC tox TNFa,LYP inh 2,Candida biofilm
FC(F)(F)c1cc(-c2ccco2)nc(-n2nc(C(F)(F)F)cc2C2CC2)n1,-0.00113,3.7,1.3,-8.5,-14.3,10.0,-17.2,-8.7,5.9
CCC1(C)Cc2c(sc3nc(NN)n(C)c(=O)c23)CO1 (stereo unspecified),0.27,-0.7,1.1,0.5,8.1,3.6,-6.4,4.4,5.0
COc1ccc(OCc2nc3ccccc3[nH]2)cc1,0.132,2.5,0.6,-16.3,9.2,-9.1,-2.1,1.4,0.1
COc1ccc(C2C(C(=O)c3ccco3)=C(O)C(=O)N2Cc2cccnc2)cc1OC (stereo unspecified),-0.828,7.6,1.1,1.4,-8.2,-0.6,0.4,-2.7,-3.2
C=C(C)C(=O)OC1(C(F)(F)F)Oc2cc(C)ccc2NC1=O (stereo unspecified),0.0308,-1.5,1,-2.1,13.6,0.3,10.1,-7.2,10.1
COc1ccc(-n2c(-c3cnccn3)n[nH]c2=S)cc1,0.0839,2.3,1.1,-10.9,6.9,-14.3,15.7,1.4,-0.7
O=C(OCc1cc2ccccc2[nH]c1=O)c1cccnc1,-0.491,-4.5,1.2,56.1,1.5,11.5,-17.0,6.2,3.7
COc1cc(/C=N/NC(=O)C(=O)N2CCCC2)ccc1O,1.44,nt,nt,-42.2,-25.9,-6.7,7.2,7.6,nt
COC(=O)c1cn(NC(=O)c2cc(OC)c(OC)c(OC)c2)c(=O)c2ccccc12,0.0227,3.6,1.1,-14.1,2.6,-10.7,5.1,6.5,0.3
O=C1Nc2cc(C(=O)N3CCN(Cc4ccccc4)CC3)ccc2SC1N1CCOCC1 (stereo unspecified),nt,-2.5,1,-15.6,-16.8,-11.1,7.9,0.9,5.5
COc1ccc(NC(=O)NC2CC3CCCC(C2)N3Cc2ccccc2)cc1 (stereo unspecified),-1.34,-3.9,1.1,9.9,3.7,11.5,5.5,2.4,6.1
CCOc1cc(C2Nc3cccc4cccc(c34)N2)ccc1O,0.579,1.0,1.1,nt,-6.7,-4.3,-23.7,3.9,1.8
Cn1c(COc2ccc(Cl)cc2)nnc1SCc1ncc(-c2ccccc2)o1,0.405,11.2,1.1,16.8,-5.6,6.4,-18.8,-9.3,9.1
O=C(Nc1ccccc1)N1CCn2c(nc3ccccc32)C1,0.528,-2.8,1.1,-18.4,-0.2,3.0,-8.9,-0.1,3.4
OCCN1CCN(c2nc(N3CCCCC3)nc(N3CCCCC3)n2)CC1,0.14,nt,nt,-15.7,10.7,-30.8,-21.7,-0.6,nt
Cn1cnnc1Sc1nc2c(c(=O)n(C)c(=O)n2C)n1C,-0.395,5.8,1.3,0.9,8.8,-15.7,-6.5,-5.0,4.8
CN1CCCCC1=NCCCn1cnc2c1c(=O)n(C)c(=O)n2C,-0.0375,nt,nt,-7.3,6.2,-7.6,1.8,9.1,nt
COC(=O)c1ccc(NC(=O)C2CC2)o1,-0.606,nt,nt,0.7,-12.8,-6.3,0.7,-3.9,nt
COCCCNC(=O)C(C#N)c1nc2ccccc2nc1N1CCN(Cc2ccccc2)CC1 (stereo unspecified),2.39,8.3,1.1,nt,nt,nt,nt,nt,6.9
Cc1cccc(N2C(=O)NC3(CCCCC3)C2=O)c1,0.35,12.2,1.2,19.1,9.5,-17.4,-32.6,-2.1,8.3
CCOC(=O)c1c(NC(=O)c2ccc(Cl)s2)sc(C)c1C,-0.0735,-7.2,1.1,nt,nt,nt,nt,nt,8.2
Cc1ccc(NC(=O)c2cc(S(=O)(=O)N3CCC4(CC3)OCCO4)ccc2F)cc1,0.0128,3.9,1.1,-1.4,8.7,-0.4,-13.4,-0.3,3.0
O=C(CSc1nnc(Cc2ccccc2)n1-c1ccc(F)cc1)N1CCOCC1,1.39,0.3,1,0.1,-3.8,18.3,18.5,4.9,2.1
O=C(c1ccco1)N1CCN(C(=O)C2CCCN(S(=O)(=O)c3cccc4nsnc34)C2)CC1 (stereo unspecified),-0.629,-9.4,1.1,nt,-11.9,-1.2,-3.6,15.4,1.9
O=C(CN1C(=O)CSc2ncccc21)N1CCOCC1,-0.621,-5.6,1.1,nt,nt,nt,nt,nt,11.5

# Individual results from the list:
# `COc1ccc(OCc2nc3ccccc3[nH]2)cc1` | cytoskel mod: -16.3
# `Cn1cnnc1Sc1nc2c(c(=O)n(C)c(=O)n2C)n1C` | Candida biofilm: 4.8
# `CCOc1cc(C2Nc3cccc4cccc(c34)N2)ccc1O` | Smad3 FoxH1 inh: 1.0

# The results go on:
SMILES,hDAT+cocaine,Smad3 FoxH1 inh,MT1-MMP txn act,cytoskel mod,VCAM1 TNFa inh,IL1B cytotox,HUVEC tox TNFa,LYP inh 2,Candida biofilm
CCOC(=O)c1ccc(N=C2C(=S)N(c3ccc(C(=O)OCC)cc3)C(=N)N2/N=C/c2ccccc2)cc1,0.153,-6.8,1.2,4.2,-12.1,-12.7,-18.1,10.3,10.3
CC1Sc2ccc(C(=O)O)cc2NC1=O (stereo unspecified),-0.635,nt,nt,-0.9,15.7,-6.8,1.3,-4.1,nt
O=C(Nc1ccc2c(c1)OCO2)C(c1ccc(Cl)cc1)N1CCN(C(=O)c2ccco2)CC1 (stereo unspecified),2.36*,1.4,1,-18.3,9.1,-16.4,-1.8,1.5,0.8
O=C(O)c1cccc(COCC(F)(F)C(F)F)c1,-0.833,-2.9,1.2,9.1,-3.3,5.5,-37.9,5.5,10.8
CCOC(=O)N1CCN(C(=O)c2ccc3c(=O)n4c(nc3c2)CCCCC4)CC1,1.38,1.4,1,7.3,17.3,22.3,-10.1,-0.1,2.8
CCOC(=O)c1cnc(-n2nc(C)cc2C)nc1N(C)C,-1,5.2,1.3,-6.8,5.9,8.4,-5.9,-8.8,-2.2
O=C(CC(c1ccccc1)c1ccccc1)NCCO,-0.00406,2.2,1.1,22.9,-6.8,2.2,3.9,1.2,0.2
CC1CCCN(CCC(=O)c2ccc(Br)cc2)C1 (stereo unspecified),-0.00345,nt,1,14.2,16.5,-14.4,-0.4,5.9,nt
CCCCNC(=O)c1ccc(NC(=O)C2CCCO2)cc1 (stereo unspecified),0.586,7.6,1.1,nt,nt,nt,nt,nt,6.1
COc1ccc(N/C=C/C(=O)c2ccc(Oc3ncccn3)cc2)cc1,0.352,nt,nt,20.8,-14.8,-40.4,-35.8,-3.5,nt
Cc1ccc(NC(=O)N(Cc2ccco2)Cc2cc3cc(C)cc(C)c3nc2Cl)cc1,nt,nt,nt,-4.3,-7.2,-16.7,-5.4,16.4,nt
CCOC(=O)c1oc2ccccc2c1CSc1nnnn1-c1ccccc1,-1.24,9.4,1.1,0.5,-12.2,-13.0,nt,2.9,8.9
CC(C)(C)C(=O)CN1CCN(C2c3ccccc3-c3ccccc32)CC1,1.81,-4.6,1.1,-31.6,2.0,-7.0,7.0,-1.9,6.3
O=c1cc(NC2CCCCCC2)[nH]c(=O)[nH]1,0.705,2.6[fluorescence artefact?],0.9,3.4,-0.3,-12.0,2.9,8.2,1.9
O=C1CC(N2CCN(Cc3ccccc3)CC2)C(=O)N1CCc1ccccc1 (stereo unspecified),0.836,6.8,1.2,nt,nt,nt,nt,nt,9.0
Nc1c(S(=O)(=O)c2cccs2)c2nc3ccccc3nc2n1CCc1ccccc1,nt,nt,nt,1.3,-14.2,16.1,6.5,-1.4,nt
